TDP1 block: inhibitors of human tyrosyl-DNA phosphodiesterase TDP1. Q9NUW8. recombinant TDP1, AlphaScreen DNA substrate cleavage. Potency, µM (highest dose often 130 µM), without a hit: top-dose activity change, negative = inhibition, hits mostly inhibitors. 350,000 compounds, 0.28% hits; also: nearly all actives have a fitted effect of over 40% in size
Target sequence (Q9NUW8 whole entry, looked up): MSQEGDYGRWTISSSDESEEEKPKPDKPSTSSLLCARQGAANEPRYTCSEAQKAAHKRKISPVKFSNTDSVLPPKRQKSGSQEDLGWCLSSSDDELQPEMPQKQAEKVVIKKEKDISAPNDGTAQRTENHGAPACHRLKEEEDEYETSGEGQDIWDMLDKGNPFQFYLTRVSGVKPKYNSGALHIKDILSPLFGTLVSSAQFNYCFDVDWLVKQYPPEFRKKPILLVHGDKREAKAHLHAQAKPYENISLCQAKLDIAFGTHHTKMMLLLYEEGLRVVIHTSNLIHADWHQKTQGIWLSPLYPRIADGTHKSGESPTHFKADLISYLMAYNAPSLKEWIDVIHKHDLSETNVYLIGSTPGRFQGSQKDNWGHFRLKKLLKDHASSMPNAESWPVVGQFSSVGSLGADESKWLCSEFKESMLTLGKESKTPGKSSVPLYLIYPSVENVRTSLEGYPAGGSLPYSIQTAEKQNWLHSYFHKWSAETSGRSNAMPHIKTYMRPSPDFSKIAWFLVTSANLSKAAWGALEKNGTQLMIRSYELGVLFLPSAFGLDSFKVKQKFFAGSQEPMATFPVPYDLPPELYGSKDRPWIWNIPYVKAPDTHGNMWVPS
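Recombinant E. coli-expressed Tdp1 (1 nM) preincubated with compound 15 min at RT, then 5'-biotin/3'-phosphotyrosine-FITC DNA substrate (15 nM) added for 5 min. AlphaScreen beads (10 ug/ml) added, 10 min RT; tyrosine-FITC cleavage read as signal loss.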
TDP1 cell CPT: growth inhibition of DT40 Tdp1-/-;hTDP1 cells with camptothecin (screen for TDP1 inhibitors); chicken DT40 Tdp1-/-;hTDP1 cells + 20 nM CPT, ATP luminescence, 48 h; Potency, µM (titrated, usually from 46.2 µM), without a hit: top-dose activity change, negative = growth inhibition, usual class: inhibitors; 420,000 compounds, 12% hits; also: nearly all actives have a fitted effect of over 55% in size
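Chicken DT40 Tdp1-/- cells complemented with human TDP1, 400 cells/well, exposed to compounds plus 20 nM camptothecin for at least 48 h at 37 C; viability read as ATP content by CellTiter-Glo luminescence.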
TDP1 cell noCPT: qHTS for Inhibitors of human tyrosyl-DNA phosphodiesterase 1 (TDP1): qHTS in cells in absence of CPT | DT40 Tdp1-/- hTDP1 cells, no CPT, ATP luminescence, 48 h | Potency, µM (top dose mostly 46.2 µM), for inactives: at the top dose activity change, negative = growth inhibition, hits mostly inhibitors | 420,000 compounds, 15% hits | AID 686978, 2013; also: nearly all actives have a fitted effect of over 55% in size
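Growth kinetics read by CellTiter-Glo luminescence after ≥48 hr at 37 °C. Cells: DT40 Tdp1-/- stably carrying human TDP1, 400 per well, compound exposure in the absence of CPT (DMSO vehicle).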
* hit, by the source's call; ? = inconclusive; nt = no result given; ! = a repeat was not active; [ ] = dose if it differs, or a comment. Calls follow the shape of the dose curve; as a rule, active = well fitted curve in the direction sought with a large enough effect; inconclusive = small, poorly fitted or top-dose-only effect, or another doubt; inactive = no such curve, though single readings can be large; an effect the other way counts as inactive or inconclusive. % is scaled to controls: 0 for no effect and ±100 for the full control effect; potency is read from the fitted curve at half-maximal effect.

SMILES	TDP1 block	TDP1 cell CPT	TDP1 cell noCPT
COCCn1c(SCc2ccc(Cl)cc2)nc2c1c(=O)[nH]c(=O)n2C	nt	8%	?
CC1(C(=O)Nc2ccc3nc[nH]c3c2)CCN1C(=O)C1(c2ccccc2)CCCC1 (centres undefined)	nt	-29%	?
O=C(O)CSCC(=O)NC1CCSC1=O (centres undefined)	nt	-11%	-5%
CCCCC(=O)N(C)c1c(C)nc2ccc(C(=O)N(C)CCN(C)C)cn12	nt	-25%	-8%
Cc1nc(SCCCSc2n[nH]c(C)n2)n[nH]1	2%	-9%	-18%
CC(C)(C)SCCNC(=O)c1ccccc1	4%	-6%	-23%
O=C(c1ccc(Cl)c(S(=O)(=O)N2CCCCC2)c1)N1CCN(c2ccccc2)CC1	4%	23µM*	?
O=C1CSC(c2ccccn2)N1c1ccc(F)cc1F (centres undefined)	-2%	23%	4%
Cc1ccc(NS(=O)(=O)c2c(C)noc2C)cc1	nt	4%	3%
Cc1csc(NC(=O)c2ccc(C)c([N+](=O)[O-])c2)n1	-3%	?	16µM*
Cc1ccccc1CNC(=O)CCNS(=O)(=O)c1ccc(OC(F)(F)F)cc1	0%[56.1 µM]	1%	?
COc1ccc(CNC(=O)CN2C(=O)CCCc3ccccc32)cc1	5%	-20%	2%
O=C(N/N=C1\CCCc2ccccc21)c1cccc([N+](=O)[O-])c1	3%	1%	-13%
Cn1c(=O)c2c(nc(NCCc3ccccc3)n2Cc2ccc(F)cc2)n(C)c1=O	-2%	3.7µM*	5.2µM*
O=C(C(=O)N1CCN(C(=O)OCc2ccccc2)CC1)c1cccs1	nt	7%	?
Cc1ccc(C(=O)NNC(=O)c2ccc(SCC3CCCO3)c([N+](=O)[O-])c2)cc1 (centres undefined)	4%	-38%	-26%
CCn1c(CSc2nc3ccccc3[nH]2)nc2cc(C(=O)O)ccc21	1%	-6%	-30%
COc1ccc(S(=O)(=O)N2CCC3(CC2)OCCN3S(=O)(=O)c2ccccc2)cc1OC	nt	?	-23%
COC(=O)NCCc1cc(OC)c(OC)cc1S(=O)(=O)N1CC(=O)Nc2ccccc21	nt	3%	2%
COc1ccc2c(c1)C(=O)O[C@@H](c1ccccc1)C[C@@H](O)C(=O)CC2	nt	-17%	?
CCN1CCN(CC(=O)Nc2cccc(C)c2C)C(=O)C1=O	1%	2.3µM*	-25%
COc1cc(NC(=O)C2(C)CCCN(C(C)C)C2)cc(OC)c1OC (centres undefined)	nt	1%	-19%
CS(=O)(=O)c1ncc(Cl)c(C(=O)Nc2ccc3ccccc3c2)n1	-4%	1µM*	0.65µM*
CCOC(=O)c1cccc(N2C(=O)Nc3ccccc3N2O)c1	0%	-4%	-1%
O=C(CNC(=O)c1ccc2c(c1)OCO2)Nc1cccc(Br)c1	0%	-16%	1%
COc1cc(S(=O)(=O)Nc2ccccc2)ccc1NC=O	1%	-14%	-9%
CCOC(=O)N1CCN(C(=O)C2CCCN(c3ncnc4c3nc3n4CCCCC3)C2)CC1 (centres undefined)	6%	?	?
Cc1ccc(-c2csc(NC(=O)CCNC(=O)c3ccco3)n2)cc1	5%	-2%	?
COc1ccc([C@H]2CC(=O)C=C(c3ccc(C)cc3)C2)cc1	-4%	-24%	-28%
COc1ccc2[nH]c3c(=O)n(Cc4ccc(C(=O)N5CCC(C(N)=O)CC5)cc4)c(=S)[nH]c3c2c1	-3%	?	29µM*
COC(=O)c1ccc(NC(=S)N2CCN(C)CC2)cc1	4%	-5%	0%
Cc1cccc(N2CCN(C(=S)c3ccc([N+](=O)[O-])cc3)CC2)c1	-8%	?	?
O=C(Oc1ccnc2cc(Cl)ccc12)N1CCCCCC1	2%	?	23µM*
Cc1nnc(NC(=O)C(C)Sc2nnc(-c3ccco3)n2C(C)C)s1 (centres undefined)	-1%	1%	-9%
COc1ccccc1-c1cncnc1NCc1cnc(C)cn1	nt	?	-27%
Cc1nc(-n2nc(C)c(Cc3ccc4c(c3)OCO4)c2C)sc1C(=O)Nc1ccc(Cl)cc1	-5%	-19%	-29%
O=c1[nH]c(CSc2ccccc2)nc2c1oc1ccccc12	-1%	?	?
CN(CC(=O)Nc1ccc(N2CCOCC2)cc1)CC(=O)Nc1ccc(C(F)(F)F)cc1	8%	-32%	?
O=C(NC1CCCCC1)C(c1cccc2ccccc12)n1c(=O)c(-c2ccco2)nc2ccccc21 (centres undefined)	nt	16µM*	23µM*
O=C(Cn1c(=O)oc2ccccc21)Nc1nc(-c2ccccc2)cs1	0%	1%	-4%
CCOc1ccc(-c2nnc(SCC(=O)NCc3ccccc3Cl)o2)cc1	6%	-24%	-28%
CCN1CCC(O)(/C=C/c2ccc(C)cc2)C(C(=O)/C=C/c2ccc(C)cc2)C1 (centres undefined)	nt	3.7µM*	4.6µM*
O=C(c1ccc2c(=O)n(Cc3ccc(Cl)cc3)c(=S)[nH]c2c1)N1CCOCC1	3%	?	?
CCOC(=O)C1CCN(C(=O)c2cc(S(=O)(=O)N3CCc4ccccc43)ccc2OC)CC1	2%	?	?
Cc1ccc(S(=O)(=O)N2CCN(C(=O)CN3C(=O)NC4(CCOc5ccccc54)C3=O)CC2)cc1 (centres undefined)	2%	-22%	0%
COCc1ccc(-c2c(-c3ccsc3)sc3ccccc23)cc1	nt	-19%	?
CCN(C(=O)CN1CCN(c2ccccc2OC)CC1)c1c(N)n(Cc2ccccc2)c(=O)[nH]c1=O	6%	1%	-16%
Cc1cc(C)c2c(c1)c(C)cc1nnc(SCC(=O)c3ccccc3)n12	3%	?	?
Cc1ccc(-c2noc(/C=C/c3ccccc3)n2)cc1	?	-29%	-12%
Cc1cccc(C(=O)NCC(=O)OCC(=O)N2CCN(S(=O)(=O)c3ccc(C)cc3C)CC2)c1	0%[56.1 µM]	-6%	18%
CON=C1C[C@]2(C[C@@H]3C[C@@H](C/C=C(\C)C[C@@H](C)/C=C/C=C4\CO[C@@H]5[C@H](O)C(C)=C[C@@H](C(=O)O3)[C@]45O)O2)O[C@H](/C(C)=C/C(C)C)[C@H]1C	nt	4.2µM*!	21µM*!
CCc1nnc(NC(=O)C2CCN(c3nccc(C)n3)CC2)s1	3%	3%	0%
O=C(COC(=O)/C=C/c1ccccc1[N+](=O)[O-])NCc1ccco1	3%	-5%	6%
CCCCCCCCCCCCCCCCCCN(CCCCCCCCCCCCCCCCCC)c1ccc(C=O)cc1	nt	9%	1%
Cc1ccc(NC(=O)NC2CCCCC2)cc1S(=O)(=O)N1CCOCC1	-2%	?	-5%
Cc1cccc(C(=O)Nc2sc3c(c2C(=O)NC(C)C)CCCC3)c1	-9%[12.3 µM]	?	15µM*
CCOC(=O)CCCNC(=O)COC(=O)c1cccc(C)c1O	-1%	0%	-1%
COc1ccc(-n2nc3ccc(NC(=O)c4ccc(-c5cc(Cl)ccc5Cl)o4)cc3n2)cc1	-3%[12.3 µM]	-18%	?
O=C1CCC(C(=O)OCC(=O)N2N=C3/C(=C/c4ccccc4)CCCC3C2c2ccccc2)N1 (centres undefined)	5%	?	23µM*
O=C(CN1C(=O)C(c2ccccc2)Oc2cccnc21)NCc1ccccc1F (centres undefined)	0%	21µM*	?
Other entries follow:
SMILES	TDP1 block	TDP1 cell CPT	TDP1 cell noCPT
Cc1cc(C)n(CCN(C)C(=O)CCc2nnc(-c3ccc4c(c3)OCO4)o2)n1	6%	-15%	-5%
Cn1c(=O)[nH]c(=O)c2c1nc(Br)n2CC(O)COc1ccc(Cl)cc1 (centres undefined)	6%	?	-52%
CN(CC(=O)Nc1ccc(Cl)cc1)CC(=O)Nc1ccc(C(N)=O)cc1	2%	-16%	-18%
CC(C)c1ccc(CNNC(=O)c2ccccc2)cc1	0%	?	?
C/C(=N\NC(=O)c1ccccc1)c1nc2ccccc2n1C	3%	-36%	29%
CCOC(=O)c1c(C)oc2c1c(C(c1cccnc1)N1CCCCC1)c(O)c1ccccc12 (centres undefined)	2%	?	?
CCCCN(C(C)=O)c1c(CC)nc2ccc(C(=O)NCCCN(C)C)cn12	nt	?	?
Cc1oc(-c2cccc(Cl)c2)nc1CS(=O)(=O)CC(=O)NCCN1CCCC1	nt	-18%	-5%
CCn1c(Cc2cccs2)nnc1SCC(=O)NC(C)(C)C	7%	16%	-6%
O=C(Nc1ccc2c(c1)N(Cc1ccccc1)C(=O)c1ccccc1S2)NC1CC1	2%	-3%	-12%
O=C(OCCN1CCOCC1)c1ccccc1Cl	nt	-4%	-9%
O=C(CSc1nncn1-c1ccccc1F)NC1CC1	-2%	-27%	0%
COCCNc1nc(-c2cc(C)n(CCc3ccc(OC)cc3)c2C)cs1	7%	16µM*	18µM*
CCc1noc(C)c1C(=O)N1CCN(S(=O)(=O)c2ccc(Cl)cc2)CC1	1%	-1%	-1%
COc1ccc(CNC(=O)c2ccc3c(c2)N(Cc2ccccc2F)C(=O)c2ccccc2S3=O)cc1 (centres undefined)	8%	-7%	?
O=C(NCCc1ccccc1)c1ccc(-c2ccc(F)cc2)o1	5%	3%	-6%
COc1ccc(OC(=O)c2cccc([N+](=O)[O-])c2)c(C(=O)/C=C/c2cccs2)c1	7%	?	?
C#Cc1cccc(C(=O)N2CCCC(CCC(=O)NCc3ccccc3F)C2)c1 (centres undefined)	nt	-30%	-28%
CCC1(C)NC(C(=O)O)Cc2c1[nH]c1ccccc21 (centres undefined)	nt	9%	13%
CCC(=O)NC(=S)Nc1ccccc1F	-3%	-4%	-18%

Complete entries, looked up by structure. Order of values: TDP1 block | TDP1 cell CPT | TDP1 cell noCPT
CCC1(C)NC(C(=O)O)Cc2c1[nH]c1ccccc21 (centres undefined) is entered as nt | 9% | 13%
C/C(=N\NC(=O)c1ccccc1)c1nc2ccccc2n1C is entered as 3% | -36% | 29%
CN(CC(=O)Nc1ccc(Cl)cc1)CC(=O)Nc1ccc(C(N)=O)cc1 is entered as 2% | -16% | -18%
Cc1cc(C)n(CCN(C)C(=O)CCc2nnc(-c3ccc4c(c3)OCO4)o2)n1 is entered as 6% | -15% | -5%
Cn1c(=O)[nH]c(=O)c2c1nc(Br)n2CC(O)COc1ccc(Cl)cc1 (centres undefined) is entered as 6% | ? | -52%

The listing picks up, repeating the 3 entries before the break.
SMILES	TDP1 block	TDP1 cell CPT	TDP1 cell noCPT
C#Cc1cccc(C(=O)N2CCCC(CCC(=O)NCc3ccccc3F)C2)c1 (centres undefined)	nt	-30%	-28%
CCC1(C)NC(C(=O)O)Cc2c1[nH]c1ccccc21 (centres undefined)	nt	9%	13%
CCC(=O)NC(=S)Nc1ccccc1F	-3%	-4%	-18%
Cc1ccccc1CSc1nc2ccccc2c(=O)n1C	-16%	?	26µM*
COc1ccc(NC(=O)COCc2cc(-c3cccs3)on2)cc1	-6%	?	?
COc1ccc(N2CCN(C(=O)CN3CCN(C(c4ccccc4)c4ccccc4)CC3)CC2)cc1	8%	?	23µM*
O=C(CSc1nccn(-c2ccc3c(c2)OCCO3)c1=O)Nc1ccccc1	nt	?	?
CCOc1ccc(NS(=O)(=O)c2ccc3[nH]c(=O)[nH]c3c2)cc1	4%	-15%	?
O=C(Cn1ncc2c3ccccc3n(Cc3ccc(F)cc3)c2c1=O)N1CCN(c2ncccn2)CC1	7%	18µM*	16µM*
O=C(Nc1ccccc1)C1=C[C@H](C2CCCCC2)C[C@H](OCc2ccc(CO)cc2)O1	4%	?	?
C/C(N)=C(/C#N)C(=O)CSc1cc(C)c2cc(C)cc(C)c2n1	0%	?	?
COCCN1C[C@@H](CO)O[C@@H](n2cnc3c(NC(C)C)ncnc32)C1	nt	7%	2%
CCCS(=O)(=O)NC(=O)C1(C)CCCN(C(=O)c2c(F)cccc2F)C1 (centres undefined)	nt	-3%	-4%
COc1cc(OC)c(NC(=O)N2CCc3c([nH]c4ccccc34)C2c2ccccc2F)cc1Cl (centres undefined)	3%	18µM*	23µM*
Cc1ccc(C(=O)N/N=C/c2cccc(OC(=O)/C=C/c3ccco3)c2)cn1	nt	?	?
CN(C(=O)COC(=O)c1ccc2c(=O)n3c(nc2c1)CCC3)C1CCS(=O)(=O)C1 (centres undefined)	3%	8%	-2%
CCc1ccccc1NC(=O)c1ccc2c(SCC(=O)O)c3c(nc2c1)CCC3	6%	22%	-17%
CN1CN(C)c2ccc([N+](=O)[O-])c3cccc1c23	nt	0%	-16%

From PubChem BioAssay
